Bioassay records from PubChem.
PGC1a acetyl inh: PGC1a acetylation modulation, inhibitor mode. AID 651687. inhibition, % at 15.6 µM. hit rate 0.17% among 350,000. U2OS PGC1a acetylation, AlphaScreen anti-acetyl-lysine; with virally co-expressed GCN5 acetyltransferase;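 active = every replicate shows inhibition of at least 40%; inconclusive = mean inhibition at least 40% but some replicate below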;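 also: 0% = neutral control wells and 100% = positive control wells; some results beyond the cut were filed as inactive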
Cneo AK release: causes C. neoformans cell lysis; hit rate 0.2% among 360,000; AID 651654; lysis activity, % at 15 µM; adenylate kinase release luminescence, 4 h; normalised: neutral wells 0, clomiphene wells 100;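 active = mean lysis activity across replicates of at least 80%, whatever share of replicates individually reach that level; inactive = mean lysis activity below 80%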
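Assay system: C. neoformans cells. Amount: yeast cell density of 5 × 10^6 cells/mL. Technique: AK luminescence. Buffer or medium: YPD. Times: static 4 h at 37 °C with compound, 1 h detection. Dosing: single-point compound dose. Read-out: lysis from increased AK signal.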
LGR2 antag: Drosophila LGR2 receptor signaling inhibition; HEK293 LGR2, CRE-luciferase, bursicon-stimulated, 4 h; hit rate 0.35% among 380,000; inhibition, % at 9.99 µM;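 active = drop in luminescence signal, shown as inhibition above about 50% in the replicate tests, limit read from the data, passing the limit was not always enough; inconclusive = probably only some replicates passing the limit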;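 also: agonist challenge used bursicon conditioned medium at about half maximal strength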
ERAP1 inh: blocks human ERAP1 aminopeptidase activity; recombinant ERAP1, Leu-AMC fluorescence, 60 min; inhibition, % at 10.7 µM; hit rate 0.15% among 340,000; AID 652197;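 active = mean replicate inhibition of at least 30%, or all replicates individually reaching that 30% level; inactive = mean below 30% and not every replicate reaching it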;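 also: 0% = neutral control wells and 100% = L-leucinethiol positive control wells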
Target sequence (Q9NZ08 whole entry, looked up): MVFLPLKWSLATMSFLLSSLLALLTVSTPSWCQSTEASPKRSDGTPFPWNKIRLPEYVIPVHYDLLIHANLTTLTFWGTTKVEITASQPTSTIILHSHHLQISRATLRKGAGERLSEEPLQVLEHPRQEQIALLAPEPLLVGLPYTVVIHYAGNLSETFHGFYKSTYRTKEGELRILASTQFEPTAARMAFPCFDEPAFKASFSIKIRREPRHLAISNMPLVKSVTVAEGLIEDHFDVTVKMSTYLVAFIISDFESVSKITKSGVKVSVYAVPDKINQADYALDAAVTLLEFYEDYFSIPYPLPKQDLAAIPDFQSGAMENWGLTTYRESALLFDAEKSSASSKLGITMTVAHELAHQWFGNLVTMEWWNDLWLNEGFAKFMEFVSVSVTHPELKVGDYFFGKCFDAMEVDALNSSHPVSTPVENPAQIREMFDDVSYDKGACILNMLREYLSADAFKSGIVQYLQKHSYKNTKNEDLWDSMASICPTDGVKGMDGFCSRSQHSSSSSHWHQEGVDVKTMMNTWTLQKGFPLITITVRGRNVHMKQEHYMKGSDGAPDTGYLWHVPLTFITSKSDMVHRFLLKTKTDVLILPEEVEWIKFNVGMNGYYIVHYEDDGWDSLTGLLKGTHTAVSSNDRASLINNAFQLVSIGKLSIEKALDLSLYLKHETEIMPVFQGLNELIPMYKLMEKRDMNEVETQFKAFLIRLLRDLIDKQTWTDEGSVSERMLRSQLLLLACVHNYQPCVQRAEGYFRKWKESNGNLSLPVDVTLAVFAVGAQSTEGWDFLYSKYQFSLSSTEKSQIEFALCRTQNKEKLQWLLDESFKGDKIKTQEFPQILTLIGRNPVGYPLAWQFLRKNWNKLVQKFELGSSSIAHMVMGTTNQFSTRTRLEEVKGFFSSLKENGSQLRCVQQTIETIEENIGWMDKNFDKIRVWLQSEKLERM
Xi reactivation: activators of X-chromosome reactivation in mouse fibroblasts. XiGFP mouse fibroblasts, % GFP-positive cells imaging, 3 d; cells co-treated with 5-aza-dC sensitizer; scaled so ellipticine positive control = 100%. activation, % at 7.58 µM. hit rate 0.055% among 360,000;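 active = mean normalized replicate activation at least 10% and every replicate at or above 10%; inconclusive = only one of the two criteria met; inactive = mean below 10% and not all replicates reach 10%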;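 also: 0% = median of on-plate neutral control wells and 100% = ellipticine 6 µM median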
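System: XiGFP fibroblasts, SV40-immortalized. Medium: DMEM plus 5-aza-dC sensitizer. Doses: single point. Timing: 3 d treatment, 15 min room-temperature fixation. Control set: ellipticine 6 µM.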
SIRT5 inh: sirtuin-5 (human) deacylase inhibition; Purified SirT5, succinyl-peptide AMC, trypsin-coupled fluorescence; inhibition, % at 15 µM; hit rate 1.1% among 330,000; Q9NXA8; in the data active = inhibition above about 15%; inconclusive = no clear call, values can overlap the other calls
Statin myotox sup: suppression of simvastatin myotoxicity; C2C12 myotubes + simvastatin, ATP luminescence, 48 h; scaled: DMSO 0, geranylgeraniol control 100; rescue of ATP level, % at 7.49 µM; hit rate 0.78% among 330,000;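 active = mean ATP rescue above about 67%, or every replicate alone reaching that limit, limit read from the data, passing the limit was not always enough; inconclusive = no clear call, values can overlap the other calls; inactive = mean under the limit and some replicate under it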;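 also: myotubes were challenged with 10 µM simvastatin during compound exposure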
S100A4 inh HTS: S100A4-myosin IIA interaction inhibition; S100A4/TAMRA-MyoIIA peptide fluorescence polarization; P26447; AID 652163; hit rate 0.14% among 360,000; inhibition, % at 10.7 µM;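 active = mean inhibition of at least 70% across replicates, with every replicate also reaching that level; inconclusive = mean inhibition reaches 70% but some replicates fall short; inactive = mean inhibition below 70%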
Target sequence (P26447 whole entry, looked up): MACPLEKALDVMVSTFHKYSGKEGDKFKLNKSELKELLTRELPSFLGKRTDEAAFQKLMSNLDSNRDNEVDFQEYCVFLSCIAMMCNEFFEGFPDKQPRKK
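Compound dosing: one dose per compound; test system: human S100A4 monomer with TAMRA-labelled myosin IIA peptide; probe or stimulus: TAMRA-labelled myosin IIA heavy-chain peptide probe, 5 nM; medium: HEPES buffer with Ca2+, pH 7.2; schedule: 5 min incubation before reading; benchmarks: neutral control DMSO, positive control TFP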
Active calls of the source: *; ? = inconclusive; / = not tested or not shown; & = joins results of further samples.

SMILES | PGC1a acetyl inh | Cneo AK release | LGR2 antag | ERAP1 inh | Xi reactivation | SIRT5 inh | Statin myotox sup | S100A4 inh HTS
CC(=O)c1cccc(-c2ccnc3c2CC(C(=O)Nc2cccc(C(F)(F)F)c2)O3)c1 (configuration not stated) | / | 1 | 1 | -3 | 0.1 | -1 | 9 | 0
CS(=O)(=O)Nc1ccc(C(=O)N2CCc3ccccc3C2)cc1 | 2 | / | 29 | -1 | 0.0 | -1 | 2 | 4
O=C(OC(C(=O)NCc1cccs1)c1ccccc1Cl)c1ccco1 (configuration not stated) | -8 | 2 | 2 | -2 | / | 0 | 3 | -5
C[C@@H]1CN([C@H](C)CO)C(=O)c2cccc(NS(C)(=O)=O)c2O[C@@H]1CN(C)CC1CCCCC1 | 9 | 0 | 0 | 1 | 0.3 | 18* | 4 | 6
C/C(Cc1ccccc1)=N\NC(=O)CNC(=O)c1ccc(Cl)cc1 | / | -2 | -12 | / | 0.0 | / | / | 0
COc1ccc(C2Nc3ccccc3C(=O)N2c2ccc(Cl)cc2)cc1Cn1cc([N+](=O)[O-])cn1 (configuration not stated) | / | -1 | -93 | 13 | 0.1 | 0 | / | 1
O=C(CN1C(=O)c2ccccc2S1(=O)=O)NCCSCc1c(F)cccc1Cl | 8 | -1 | 5 | -2 | 0.3 | -1 | -8 | -33
O=C(C[C@H]1CC[C@H]2[C@@H](COC[C@H](O)CN2C(=O)c2ccccc2F)O1)NCc1ccc(-c2ccccc2)cc1 | -6 | 2 | 0 | 1 | -0.1 | 10 | 16 | -2
CC1(C)CC(NC(=O)c2ccccc2C(=O)NC2CC(C)(C)NC(C)(C)C2)CC(C)(C)N1 | / | 3 | 13 | 6 | 0.1 | -2 | / | -2
COc1ccccc1NC(=S)NC(=O)/C=C/c1cccs1 | 3 | / | 7 | 7 | 0.2 | 1 | / | 8
O=C(Nc1ccccc1C(=O)Nc1ccc(Cl)cc1)c1cccnc1 | / | -1 | -9 | -3 | 0.1 | -10 | -17 | -9
Cc1ccc(S(=O)(=O)N(C)C[C@H]2Oc3cc(C#Cc4ccccc4)ccc3S(=O)(=O)N([C@@H](C)CO)C[C@@H]2C)cc1 | 10 | -12 | 23 | 1 | -0.8 | 2 | 16 | 1
COc1cccc(CN2CCC(C)(Oc3cccc(Cl)c3)C2)c1OC (configuration not stated) | 9 | 3 | 0 | -6 | 0.0 | -8 | 6 | 3
COc1ccccc1NC(=O)c1cccc(S(=O)(=O)N2CCN(c3ccccc3)CC2)c1 | -23 | / | 17 | -13 | 0.3 | 0 | -4 | 5
C[C@@H]1CCCCO[C@H](CN(C)C(=O)c2ccccc2)[C@H](C)CN([C@@H](C)CO)C(=O)c2cc(NC(=O)Nc3ccc(C(F)(F)F)cc3)ccc2O1 | 17 | 0 | 0 | -2 | 0.0 | -2 | / | -2
O=C(O)C1C2CCC(C2)C1C(=O)N1CCCC1 (configuration not stated) | 19 | -1 | 15 | -7 | 0.9 | -1 | -10 | -3
N#CCNc1ccc([N+](=O)[O-])cc1C#N | / | / | -24 | 4 | 0.1 | 1 | 12 | -2
Cc1ccc(NC(=S)N2CCC(NC(=O)C3CCCCC3)CC2)cc1C | 2 | 0 | 7 | -1 | -0.1 | -2 | 1 | -3
Cc1ccc(-n2ncc3c(NCc4ccco4)ncnc32)cc1C | 3 | / | -38 | 1 | 0.0 | -3 | / | 0
CC(OC(=O)C1CCN(S(=O)(=O)c2ccc(C(C)(C)C)cc2)CC1)C(=O)N1CCOCC1 (configuration not stated) | -4 | 4 | -7 | 12 | 0.0 | -1 | 21 | 0
CO[C@@H]1CN(C)C(=O)c2cc(NC(=O)C3CCCC3)ccc2OC[C@H](C)N(CCC(F)(F)F)C[C@H]1C | / | 3 | 4 | 1 | -0.4 | 4 | 4 | -2
CC1(c2nnnn2C2CCCC2)CCC(=O)N1c1ccc2c(c1)OCCO2 (configuration not stated) | / | / | 15 | / | 0.0 | -1 | / | -1
Cc1noc(C)c1S(=O)(=O)Nc1ccc2c(c1)C(=O)N([C@@H](C)CO)C[C@@H](C)[C@H](CN(C)Cc1ccc(Cl)c(Cl)c1)OCCCC[C@@H](C)O2 | -20 | 4 | -2 | 0 | 0.0 | 20* | 121* | 1
CN(CCO)S(=O)(=O)c1ccc2c(c1)C(=NO)c1cc(S(=O)(=O)N(C)CCO)ccc1-2 | -14 | 0 | 6 | 0 | 0.4 | -1 | -19 | 2
S=c1[nH]nc(-c2ccc(Br)cc2)n1Cc1ccccc1 | / | / | 9 | 13 | 0.0 | 2 | / | -3
Cc1ccccc1S(=O)(=O)N(C)C[C@@H]1OCc2cnnn2CCCC(=O)N([C@H](C)CO)C[C@@H]1C | 7&3&2 | -1 | 3&1 | -3&0 | 0.2&-0.4 | -6&-1 | -9&-2&-12 | -1&3
CC(C)C(NC(=O)c1ccccc1F)C(=O)Nc1ccc2c(c1)OCO2 (configuration not stated) | / | / | -16 | 2 | 0.5 | 1 | / | 44
COCCC(=O)N1CCC(Oc2ccc(C(=O)NCc3cc(C)n(C)n3)cc2)CC1 | 5 | 0 | -3 | 4 | 0.0 | -2 | 25 | -2
C[C@@H]1CN([C@H](C)CO)C(=O)c2cc(NC(=O)Cn3cnnn3)ccc2O[C@@H]1CN(C)Cc1ccc(C(=O)Nc2ccccc2N)cc1 | 3 | 4 | -13 | -5 | 0.3 | 1 | 105* | 3
O=C(Cn1cc(C(F)(F)F)ccc1=O)Nc1ccc2c(c1)OCO2 | 1 | -2 | -11 | 0 | 0.2 | / | 3 | 0

An excerpt from above, limited to Cneo AK release and Statin myotox sup:
molecule	Cneo AK release	Statin myotox sup
N#CCNc1ccc([N+](=O)[O-])cc1C#N	/	12
Cc1ccc(NC(=S)N2CCC(NC(=O)C3CCCCC3)CC2)cc1C	0	1

(list continues)
SMILES | PGC1a acetyl inh | Cneo AK release | LGR2 antag | ERAP1 inh | Xi reactivation | SIRT5 inh | Statin myotox sup | S100A4 inh HTS
C[C@@H]1CN([C@@H](C)CO)C(=O)Cc2cc(NC(=O)Nc3ccc(F)cc3)ccc2O[C@H]1CN(C)C(=O)Nc1ccccc1 | 1 | -1 | 2 | -1 | -1.2 | 1 | 0 | 9
CN(C)C(=O)C[C@@H]1C[C@@H]2c3cc(NC(=O)C4CCOCC4)ccc3O[C@@H]2[C@@H](CO)O1 | -14 | 7 | 10 | 0 | 0.3 | 2 | 1 | -4
CCC[C@H]1CN(c2ccc(Br)cc2)C(=O)[C@@H]1CC(=O)Nc1ccccc1 | -12 | -1 | 15 | 0 | -0.1 | 3 | -3 | 0
Brc1cccc(OCCCCn2cncn2)c1 | 4 | 8 | 4 | -3 | 0.2 | -4 | -10 | 5
Cc1noc(C)c1NC(=O)Nc1ccc2c(c1)C(=O)N([C@H](C)CO)C[C@@H](C)[C@H](CN(C)C(=O)Nc1c(C)noc1C)O2 | -4 | 2 | -6 | -1 | 0.1 | -2 | -8 | 0
CO[C@H]1CN(C)C(=O)c2ccc(NS(=O)(=O)c3ccccc3)cc2OC[C@H](C)N(C(=O)NC(C)C)C[C@@H]1C | ? | 2 | -12 | 1 | 0.0 | -6 | -9 | 6
COc1cccc(C(=O)OCC(=O)Nc2sc3c(c2C(N)=O)CCC3)c1O | 2 | -1 | -4 | 0 | -0.5 | 9 | 2 | -1
COc1ccc(CNC(=O)N2CCc3nc(Nc4cc(OC)c(OC)c(OC)c4)ncc3C2)cc1 | -46 | -1 | / | -2 | 0.3 | 0 | 5 | -2
Cc1ccc(NC(=O)CCCCCN2C(=O)[C@@H]3Cc4ccccc4CN3C2=O)cc1 | -4 | -2 | -1 | 4 | 0.0 | 2 | 10 | 1
C[C@@H]1CN([C@@H](C)CO)C(=O)c2cc(NC(=O)Nc3cccc4ccccc34)ccc2O[C@H]1CN(C)Cc1ccc(C(=O)Nc2ccccc2N)cc1 | 8 | 1 | -3 | 4 | 0.3 | -1 | 32 | -11
CC(C)CNC(=O)COC(=O)c1n[nH]c2ccccc12 | -6 | / | -9 | -1 | 0.0 | -3 | / | 6
CCc1nc2ccccc2n1CC1CC1(Cl)Cl (configuration not stated) | 12 | 1 | 16 | 5 | 0.1 | -1 | 3 | 9
Cc1ccc(CNC(=O)C(=O)NCC2OCCN2S(=O)(=O)c2ccc(C)cc2)cc1 (configuration not stated) | -4 | 9 | -19 | -1 | -0.1 | -2 | / | -1
CCN(CC(=O)N1CCCC1)S(=O)(=O)c1cc(C)ccc1OC | 4 | -1 | 0 | -3 | 0.0 | 0 | 5 | -4
CC(C)[C@H](NC(=O)Cc1ccccc1)C(=O)OCc1cc(=O)n2c(n1)sc1ccccc12 | / | / | / | 0 | 0.1 | 3 | / | 3
CCOC(=O)N1CCN(S(=O)(=O)c2ccc(C)c([N+](=O)[O-])c2)CC1 | / | / | -7 | 2 | 0.0 | 2 | / | 1
O=C(Nc1ccccc1F)N1CC(=O)N2[C@H](CO)[C@@H](c3ccc(C#Cc4ccc(F)cc4)cc3)[C@H]2C1 | 6 | / | 24 | 2 | 0.1 | 1 | / | -9
CN(C)/C=C(\C#N)C(=O)Nc1ccc(F)c(Cl)c1 | / | / | -56 | -4 | 0.2 | -2 | / | 1

Entries shown so far containing an aryl methoxy group, in the order listed:
SMILES | PGC1a acetyl inh | Cneo AK release | LGR2 antag | ERAP1 inh | Xi reactivation | SIRT5 inh | Statin myotox sup | S100A4 inh HTS
COc1ccc(C2Nc3ccccc3C(=O)N2c2ccc(Cl)cc2)cc1Cn1cc([N+](=O)[O-])cn1 (configuration not stated) | / | -1 | -93 | 13 | 0.1 | 0 | / | 1
COc1ccccc1NC(=S)NC(=O)/C=C/c1cccs1 | 3 | / | 7 | 7 | 0.2 | 1 | / | 8
COc1cccc(CN2CCC(C)(Oc3cccc(Cl)c3)C2)c1OC (configuration not stated) | 9 | 3 | 0 | -6 | 0.0 | -8 | 6 | 3
COc1ccccc1NC(=O)c1cccc(S(=O)(=O)N2CCN(c3ccccc3)CC2)c1 | -23 | / | 17 | -13 | 0.3 | 0 | -4 | 5
COc1cccc(C(=O)OCC(=O)Nc2sc3c(c2C(N)=O)CCC3)c1O | 2 | -1 | -4 | 0 | -0.5 | 9 | 2 | -1
COc1ccc(CNC(=O)N2CCc3nc(Nc4cc(OC)c(OC)c(OC)c4)ncc3C2)cc1 | -46 | -1 | / | -2 | 0.3 | 0 | 5 | -2
CCN(CC(=O)N1CCCC1)S(=O)(=O)c1cc(C)ccc1OC | 4 | -1 | 0 | -3 | 0.0 | 0 | 5 | -4

Only part of the results is shown; count on the stated rates, not on these rows.
